BRCA1 expr up – qHTS Assay to Identify Small Molecule Activators of BRCA1 Expression; actives 1.1% (n = 380,000); Potency, µM (top dose mostly 46.1 µM), inactives show at the top dose activation, hits mostly activators; MCF7-BRCA1-FFLuc reporter, luminescence, 48 h; response scale: scaled: vehicle 0%, 10 µM genistein 100%; active means well fitted activation curve with a large enough effect; inconclusive means small, poorly fitted or top-dose-only effect; inactive means no such curve, though single readings can be large or run the other way; further: nearly all actives have a fitted effect of over 80% in size; some results filed as inactive show a strong effect at the top dose
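Quantitative HTS in MCF7 cells stably reporting BRCA1 expression via firefly luciferase. Compound treatment lasts 48 h at 37 °C in phenol-red free MEM. Activation is expressed relative to genistein at 10 microM and DMSO.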
Active calls of the source: *; ? = inconclusive. Potency means the concentration at half of the fitted maximal effect.

BRCA1 expr up	smiles
0.0%	C=C1C=C(C(F)F)n2ncc(C(=O)N3CCN(c4ccccc4)CC3)c2N1
1.9%	CCC(=O)N1CCCC(C)(C(=O)Nc2ccc3scnc3c2)C1 (centres undefined)
15.8%	Cc1noc(C)c1NC(=O)N(C)C[C@@H]1Oc2ncc(Br)cc2C(=O)N([C@H](C)CO)C[C@@H]1C
-61.8%	CC(C)Nc1nc(NCCOc2ccccc2Cl)c2sc(-c3ccccc3)cc2n1
16.5%	CCNC(=O)C1(C)CCCN(C(=O)c2ccc3ccccc3n2)C1 (centres undefined)
-18.2%	O=C(Nc1ccc(F)c(Cl)c1)c1cc(C2CCCCN2C(=O)c2ccc(Cl)cc2)on1 (centres undefined)
4.7%	CCOC(=O)C1(C)CCCN(C(=O)c2cccnc2SC)C1 (centres undefined)
8.0%	CC(O)(c1cccc(F)c1)c1nc(-c2ccoc2)cs1 (centres undefined)
22.6%	CC(=O)NCCNC(=O)C1Cc2c(-c3cccc(NC(C)=O)c3)ccnc2O1 (centres undefined)
-45.9%	C[C@H](c1ccccc1)N1C[C@H](COCc2ccccc2)Oc2cc(N3CC[C@H](N(C)C)C3)ccc2S1(=O)=O
-20.0%	N#Cc1cccc(OCCCN2CCC(C(O)(c3ccccc3)c3ccccc3)CC2)c1
0.0%	CN(C)c1ccc(/C=C/c2ccnc3ccc(Cl)cc23)cc1
-8.7%	CC(C)n1nnnc1C1c2ccccc2C(=O)N1Cc1ccccc1 (centres undefined)
-55.3%	COc1ccc(-c2ccc(CN3C(C(C)C)C(=O)N(Cc4cn(Cc5ccco5)nn4)CCS3(=O)=O)cc2)cc1 (centres undefined)
13.8%	O=C(CC[C@H]1O[C@@H](n2cnc3c(NC(=O)c4ccccc4)ncnc32)[C@H](O)[C@@H]1O)NCc1cccs1
-55.6%	CCC(=O)N1Cc2cc(C(=O)Nc3nccs3)nc(-c3cccc(-c4ccccc4OC)c3)c2[C@@H]1CCO
-41.0%	CCCCN(C(=O)c1ccccc1Cl)C(CC(C)C)c1nc2ccccc2[nH]1 (centres undefined)
-29.3%	COc1cc2nc(N3CCCN(C)CC3)nc(NC3CCOCC3)c2cc1OC
46.6%	Cc1ccc(S(=O)(=O)N2C[C@@]3(O)Cn4c(=O)ccc(=O)n4C[C@@]3(OC(=O)NCC3CCCCC3)C2)cc1
-58.8%	CN(C)c1ccc(C2=Cc3ccccc3C2)cc1

Retrieved by structure from above (2):
BRCA1 expr up	smiles
8.0%	CC(O)(c1cccc(F)c1)c1nc(-c2ccoc2)cs1 (centres undefined)
-55.6%	CCC(=O)N1Cc2cc(C(=O)Nc3nccs3)nc(-c3cccc(-c4ccccc4OC)c3)c2[C@@H]1CCO

(list continues)
BRCA1 expr up	smiles
?	O=C(Nc1ccc(N2CCOCC2)cc1)c1cccc2c(-c3ccc(F)c(F)c3)coc12
-30.8%	COC(=O)c1cc(S(=O)(=O)Nc2cccc(-c3ccno3)c2)c[nH]1
31.7%	OC(c1ccc(F)c(F)c1)c1ncc(-c2ccccc2F)[nH]1 (centres undefined)
5.9%	CCCCN1C(=O)C(CC(=O)NC2CCCC2)CC(C(=O)N(C)C)=C1C (centres undefined)
-8.0%	COCCN(C(=O)COC(=O)C12CC3CC(CC(O)(C3)C1)C2)c1c(N)n(Cc2ccccc2)c(=O)[nH]c1=O
-50.4%	Nc1ncnc2c1ncn2C1OCC(O)C1O (centres undefined)
13.7%	Cc1ccc(C(=O)O)cc1NCc1cccnc1
-1.9%	COc1ccccc1CNC(=O)c1cc(-c2cc(F)ccc2OC)n[nH]1
-16.9%	CN1OC[C@@H]2CN(Cc3ccc4c(c3)OCO4)[C@H](c3ccc(N4CCCCC4)cc3)C[C@@H]21
-82.1%	CCc1ccc(/C=C2\SC(=S)N(CCCC(=O)Nc3cc(C)on3)C2=O)cc1
-24.5%	COc1cc2c(NC3CCN(C)CC3)nc(N3CCCN(C)CC3)nc2cc1OCCCCCN(C)C
-6.1%	Cc1cc(C(=O)N2CCCC(CO)(Cc3ccc(F)cc3F)C2)nn1C (centres undefined)
-2.8%	CC(C)Cc1ccc(CN2C(C)C(=O)N(Cc3cn(Cc4ccco4)nn3)CCS2(=O)=O)cc1 (centres undefined)
-2.5%	CN(Cc1ccc(Cl)cc1Cl)C(=O)C1CSC2(C)CCC(=O)N12 (centres undefined)
22.4%	O=S1(=O)CC(N2CC=CC2)CN1Cc1cn(Cc2ccc(F)cc2)nn1 (centres undefined)
-33.2%	c1ccc(OCCNc2nc(NCC3CC3)nc3ccsc23)cc1
3.2%	O=C1NC[C@@H](CCCCN2CCN(Cc3ccccc3)C(=O)C2=O)N(Cc2ccccc2)C1=O
-1.9%	N#Cc1ccc(NC(=O)COC(=O)c2cccc(S(=O)(=O)N3CCCC3)c2)cc1
1.7%	COC(=O)N(C)C[C@@H]1OCc2cnnn2CCCC(=O)N([C@@H](C)CO)C[C@@H]1C
-4.3%	Cc1cc(NC(=O)COC(=O)COc2ccc(Cl)c(C)c2)no1

For reference, some entries already given.
BRCA1 expr up	smiles
?	O=C(Nc1ccc(N2CCOCC2)cc1)c1cccc2c(-c3ccc(F)c(F)c3)coc12
-30.8%	COC(=O)c1cc(S(=O)(=O)Nc2cccc(-c3ccno3)c2)c[nH]1
31.7%	OC(c1ccc(F)c(F)c1)c1ncc(-c2ccccc2F)[nH]1 (centres undefined)
5.9%	CCCCN1C(=O)C(CC(=O)NC2CCCC2)CC(C(=O)N(C)C)=C1C (centres undefined)
-8.0%	COCCN(C(=O)COC(=O)C12CC3CC(CC(O)(C3)C1)C2)c1c(N)n(Cc2ccccc2)c(=O)[nH]c1=O
-50.4%	Nc1ncnc2c1ncn2C1OCC(O)C1O (centres undefined)
13.7%	Cc1ccc(C(=O)O)cc1NCc1cccnc1

Later entries.
BRCA1 expr up	smiles
0.0%	CC1(Oc2ccc(Cl)cc2)CCN(Cc2ccc(OC(F)(F)F)cc2)C1 (centres undefined)
1.9%	COCCn1c(SCC(=O)N2CCCC2)nc2c(c1=O)SCC2
-18.7%	CC1CCc2sc(C(=O)NN=C3CCCC3)cc2C1 (centres undefined)
0.5%	COc1ccc2c(c1)CCCO[C@]21O[C@H](CCO)C[C@H](O)[C@H]1O
7.7%	OC[C@@H]1CN(Cc2cccs2)C[C@H](n2cnc3c(NCc4ccco4)ncnc32)O1
2.6%	CCN(C)C1CN(Cc2cn(Cc3cccc(Cl)c3)nn2)S(=O)(=O)C1 (centres undefined)
-29.9%	C1=Cc2ccccc2/C1=C(\Cc1ccncc1)Oc1ccncc1
?	Cc1ccc(Cc2c(-c3cccc(Br)c3)nc3ccc(Br)cn23)cc1
-6.7%	O=C(CSc1nnc(-c2cccc(Br)c2)o1)NCC1CCCO1 (centres undefined)
-25.3%	CCOC(=O)[C@]12CCC=C1N(Cc1ccc(Cl)cc1Cl)C(=O)[C@H](CC(=O)NCc1cccs1)C2
9.1%	COCCNC(=O)C1CCCN(Cc2ccccc2)CC1 (centres undefined)
3.5%	Cc1cc(C)c2c(=O)n3c(nc2c1)C(CC(C)C)NC(=O)c1cc2ccccc2cc1-3 (centres undefined)
-17.5%	CCc1nc2ccc(C(=O)Nc3cccc(NS(C)(=O)=O)c3)cn2c1N(C=O)CCC(C)C
-65.1%	CCCCC[C@@H](C)N1C[C@H](COCc2ccccc2)Oc2cc(N3CC[C@H](O)C3)ccc2S1(=O)=O
-2.6%	Cc1ccc(OCCCC(=O)N(C)CC(=O)Nc2c(C)cccc2C)cc1
-4.2%	COc1ccc(C(=O)NCCCNc2nc3cc(C)cc(C)c3cc2C#N)cc1
?	CC(=O)N(C)c1ccc(/C=C2\C=Cc3ccccc32)cc1
-0.3%	O=C(c1cccs1)N1C[C@@H](n2cc(C3CC3)nn2)[C@H](O)C[C@@H]1c1ccc(Cl)cc1
10.7%	CC1(C(=O)Nc2ccc3c(c2)OCO3)Cc2c(-c3ccccc3)ccnc2O1 (centres undefined)
-11.3%	CCOC(=O)C1=CCC2C(=O)N(C)C(=O)C12 (centres undefined)

Additional structures.
BRCA1 expr up	smiles
23.7%	CC1=C(C(=O)N2CCCCCC2)CC(CC(=O)NCCN2CCOCC2)C(=O)N1Cc1ccccc1 (centres undefined)
-11.4%	CC1(C(=O)Nc2ccc3c(c2)OCO3)CCN1C(=O)CC1CC1 (centres undefined)
-19.0%	O=C(NCc1cccc(C(F)(F)F)c1)c1[nH]c(C(F)(F)F)nc1-c1ccccc1
-10.4%	Cc1nc(C(=O)O)cc([N+](=O)[O-])c1C
-49.0%	OC[C@@H]1CN(Cc2ccc(-c3ccccc3)cc2)C[C@H](n2cnc3c(NCc4ccncc4)ncnc32)O1
7.1%	COc1ccc(OCCN2CCC(C(=O)NC(c3ccc(OC)cc3)c3ccccn3)CC2)cc1 (centres undefined)
-18.9%	Cc1ccc2oc(NC3=NC4(CCCC4)C4=C(CCCC4=O)N3)nc2c1
0.3%	O=C(OCC(=O)N1CCOCC1)c1cncc(Br)c1
-24.9%	CC1CC(=O)Nc2ccccc2N1C(=O)COc1ccccc1C(N)=O (centres undefined)
-0.5%	CCOC(=O)C1=CCN(S(=O)(=O)c2ccc(F)cc2)C1c1cccc(F)c1 (centres undefined)
8.9%	C[C@@H]1CN([C@H](C)CO)C(=O)CCCn2cc(nn2)CO[C@H]1CN(C)C(=O)Nc1ccccc1F
-7.6%	COc1cccc(C(C)(O)c2nc(-c3ccc(OC)c(OC)c3)cs2)c1 (centres undefined)
-6.3%	Cc1cc2c(cc1C)N1C(=O)c3cc4ccccc4cc3NC(=O)C1C(=O)N2 (centres undefined)
7.9%	O=C1NC(Cc2ccc(O)cc2)c2nc3cc(Cl)ccc3c(=O)n2-c2ncccc21 (centres undefined)
-17.5%	CCOC(=O)C1=CC[C@@H](c2ccccc2)N(S(=O)(=O)c2ccc(C)cc2)[C@H]1c1ccc(C#N)cc1
-44.1%	COc1ccccc1CNc1nc(NCc2ccccc2SC)c2sccc2n1
14.6%	CCC(=O)N1CCC(C)(C(=O)NCc2cccc(OC)c2)C1 (centres undefined)
0.0%	CCN(CC)C(=O)c1cccc(-c2csc(C(C)(O)c3ccncc3)n2)c1 (centres undefined)
9.6%	C[C@@H]1CN([C@H](C)CO)C(=O)CCCn2nncc2CO[C@@H]1CN(C)C(=O)c1ccc(N2CCN(C)CC2)cc1
1.5%	COc1ccc(CNC[C@H]2O[C@@H](n3ccc(=O)[nH]c3=O)[C@H](O)[C@@H]2O)cc1

Later entries:
BRCA1 expr up	smiles
3.4%	CC(C)Nc1nc(NCCN2CCCC2)c2sc(-c3ccccc3)cc2n1
2.6%	Cc1cc(NC(=O)COc2ccc3c(C)c(C)c(=O)oc3c2)no1
-7.2%	CC(C)Nc1nc(Nc2ccc(C(N)=O)cc2)c2sccc2n1
-1.2%	COc1ccc(NC(=O)CN(C)C(=O)c2ccc(S(=O)(=O)N3CCOCC3)cc2)cc1
2.8%	C=C1C=C(C(F)F)n2ncc(C(=O)Nc3ccc(N(CC)CC)cc3)c2N1
-25.9%	COc1cc2nc(C#N)nc(N)c2cc1OC
-21.0%	CC(C)(C)OC(=O)N1CCN(C(c2ccnc3ccccc23)c2nnnn2-c2ccc3c(c2)OCCO3)CC1 (centres undefined)
-3.9%	CC=CCn1c(SCc2ccccc2)nc2c1c(=O)[nH]c(=O)n2C
0.3%	COc1cccc(OCC(=O)NCCS(=O)(=O)N2CCN(c3ccccc3)CC2)c1
-15.8%	Cc1ccc(CN2CCC(C)(Oc3cccc(Cl)c3)C2)cc1 (centres undefined)
0.0%	CCc1nc2ccc(C(=O)NCCCn3ccnc3)cn2c1N(CC)C(=O)NCCc1ccccc1
-15.6%	C=CCNC(=O)CN1C(=O)CSc2ccc(S(=O)(=O)N3CCOCC3)cc21
-45.4%	CN(Cc1ccccc1)C(=O)c1[nH]cnc1C(=O)Nc1ccc(Br)cc1F
4.4%	COc1ccc(S(=O)(=O)N2CCCCC2c2cc(C(=O)Nc3ccccc3)no2)cc1 (centres undefined)
-50.1%	O=CNc1cc(-c2ccoc2)cn2c(-c3ccc(F)cc3)cnc12
6.8%	O=c1[nH][nH]c2c1C(C1CCCCC1)OC(C1CCCCC1)C2 (centres undefined)
-11.8%	Cn1ccc2c(-c3cccc(C=O)c3)cc3c(c21)C1CCC3C1 (centres undefined)
6.3%	CCCN1CCC(C)(C(=O)Nc2cccc(OC(C)C)c2)C1 (centres undefined)
-2.0%	CC1(C(=O)NS(=O)(=O)c2ccc(Cl)cc2)CCN1C(=O)c1ccco1 (centres undefined)
2.7%	CCC(C)C(CO)NCCCn1cnc2c(SC)ncnc21 (centres undefined)

Later entries.
BRCA1 expr up	smiles
0.9%	Nc1ccc(N2N=C(N3CCCC3)CC2=O)cc1
0.0%	Cc1nc2ccc(C(=O)N(C)Cc3ccco3)cn2c1N(C)C(=O)CCc1ccccc1
12.6%	COc1ccc(NC(=O)C2c3ccccc3OCC(=O)N2Cc2ccc3c(c2)OCO3)cc1 (centres undefined)
15.2%	COCc1cccc(-c2csc(C(NC(C)=O)c3ccc(F)c(F)c3)n2)c1 (centres undefined)
17.6%	CCCCn1nnnc1C1(C)CCC(=O)N1CCc1ccccc1F (centres undefined)
12.6%	CC(C)NC(=O)CN1CCN(C(c2ccnc3ccccc23)c2nnnn2-c2ccc3c(c2)OCCO3)CC1 (centres undefined)
12.9%	CC(C)C[C@H]1CN(CCCC[C@H]2CNC(=O)C(=O)N2CC2CCCCC2)C(=O)C(=O)N1CCC1CCCCC1
4.8%	Nc1nc2ncccc2cc1C(=O)NC1CCCCC1
-20.4%	O=C(O)CC(c1ccccc1)c1ccc2c(c1)OCO2 (centres undefined)

The list is partial (hit frequency here may not be typical).
